bovine MsrA act: bovine MsrA enzyme activators, primary screen, biochemical, absorbance, HTS; hit rate 0.3% among 360,000; purified bovine MsrA, absorbance read-out; AID 602163, 2012; activation, % at 10.6 µM; Methionine sulfoxide reductase A (Bos taurus); in the data active = activation above about 7.5%;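 note: 0% = vehicle and 100% = reference activator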
CSN deneddyl inh: inhibitors of CSN-mediated cullin deneddylation, primary screen, biochemical, fluorescence polarization, uHTS; Purified CSN, SCF-Nedd8-OG deneddylation; inhibition, % at 12.5 µM; COP9 signalosome complex subunit 5 (Homo sapiens), Q92905; AID 651999, 2013; hit rate 0.38% among 360,000;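 active = pattern-corrected inhibition above about 35%, with an unprinted fluorescence ratio check between 0.5 and 1.5, limit read from the data, passing the limit was not always enough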;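 note: 0% = enzyme with substrate and 100% = substrate without enzyme; some results filed as inactive read as strong as hits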
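Material: purified human Csn5 enzyme expressed in HEK293T cells / Medium: Tris buffer pH 7.5, NaCl, DTT, Tween-20, trehalose, ovalbumin / Compound dosing: 12.5 µM single point / Schedule: 90 min incubation of compound, enzyme and substrate at room temperature / Signal: fluorescence polarization of the substrate / Control set: no-enzyme wells high, enzyme-with-substrate wells low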
Neddylation inh: inhibitors of cullin neddylation, primary screen, biochemical, TR-FRET, uHTS, NAE and Ubc12 | NEDD8-conjugating enzyme Ubc12 (Homo sapiens) + NEDD8-activating enzyme E1 regulatory … | calls only at 25 µM | hit rate 0.58% among 360,000 | AID 651699, 2012; in the data active = inhibition above about 36%
FAS TE block: FAS thioesterase domain inhibitors, primary screen, biochemical, fluorescence intensity, uHTS | Fatty acid synthase (Homo sapiens), P49327 | recombinant FAS-TE, OMFH fluorogenic substrate, fluorescence endpoint | inhibition, % at 15 µM | hit rate 0.67% among 360,000 | AID 602261, 2012;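 active = compounds whose normalised, plate-corrected inhibition of enzyme fluorescence in the single-dose primary screen is 50% or more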;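 note: 0% = DMSO with enzyme and 100% = substrate without enzyme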
Tb MetRS inh: T. brucei MetRS inhibitors, primary screen, biochemical, luminescence; methionyl-tRNA synthetase (Trypanosoma brucei brucei); inhibition, % at 11.9 µM; AID 624268, 2012; purified T. brucei MetRS, ATP depletion, Kinase-Glo luminescence; hit rate 0.4% among 360,000;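 active = inhibition above a per-plate cutoff of the control wells' mean inhibition plus 3 SD, cut at about 5.5% in these data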;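 note: 0% = DMSO wells median and 100% = median of wells with control inhibitor compound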
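Material – parasite MetRS enzyme · Medium – HEPES-MgCl2-KCl buffer plus DTT, spermine, BSA, pyrophosphatase · Reagent – ATP, methionine and E. coli bulk tRNA substrates · Times – 15 min enzyme-compound preincubation, 2 h reaction, 10 min detection, 25 °C · Measured by – luminescence of leftover ATP · Evaluation – percent inhibition relative to median high and low control wells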
E coli Lon inh: inhibitors of E. coli Lon protease, primary screen, biochemical, fluorescence polarization; inhibition, % at 7.94 µM; purified E. coli Lon protease; P0A9M0; hit rate 0.42% among 360,000; AID 602123, 2011; in the data active = inhibition above about 13%, passing the limit was not always enough;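 note: 0% = enzyme with probe and DMSO and 100% = no enzyme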
MsrA inhibitor: bovine MsrA enzyme inhibitors, primary screen, biochemical, absorbance, HTS; inhibition, % at 15.5 µM; Methionine sulfoxide reductase A (Bos taurus); hit rate 0.75% among 360,000; AID 651718, 2012; purified bovine MsrA, absorbance read-out; in the data active = inhibition above about 4.5%;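 note: 0% = vehicle wells with enzyme and 100% = reference inhibitor wells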
PABP1 MLLE inh: inhibitors of PABP1 MLLE–PAM2 peptide binding, primary screen, biochemical, fluorescence polarization, FITC-PAM2, GST-MLLE; Polyadenylate-binding protein 1 (Homo sapiens), P11940; hit rate 0.36% among 360,000; inhibition, % at 20 µM; in the data active = inhibition above about 35%, passing the limit was not always enough;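 note: plate controls were DMSO wells with GST-MLLE for no effect and wells lacking GST-MLLE protein for full effect; some results filed as inactive read as strong as hits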
Rin1-Abl PPI inh: inhibitors of Rin1-Abl protein binding, primary screen, biochemical, TR-FRET; Tyrosine-protein kinase ABL1 (Homo sapiens) + Ras and Rab interactor 1 (Homo sapiens), …; inhibition, % at 7.35 µM; hit rate 0.4% among 360,000; AID 588664, 2011; in the data active = inhibition above about 5%, passing the limit was not always enough
Target sequence (P00519 whole entry, looked up): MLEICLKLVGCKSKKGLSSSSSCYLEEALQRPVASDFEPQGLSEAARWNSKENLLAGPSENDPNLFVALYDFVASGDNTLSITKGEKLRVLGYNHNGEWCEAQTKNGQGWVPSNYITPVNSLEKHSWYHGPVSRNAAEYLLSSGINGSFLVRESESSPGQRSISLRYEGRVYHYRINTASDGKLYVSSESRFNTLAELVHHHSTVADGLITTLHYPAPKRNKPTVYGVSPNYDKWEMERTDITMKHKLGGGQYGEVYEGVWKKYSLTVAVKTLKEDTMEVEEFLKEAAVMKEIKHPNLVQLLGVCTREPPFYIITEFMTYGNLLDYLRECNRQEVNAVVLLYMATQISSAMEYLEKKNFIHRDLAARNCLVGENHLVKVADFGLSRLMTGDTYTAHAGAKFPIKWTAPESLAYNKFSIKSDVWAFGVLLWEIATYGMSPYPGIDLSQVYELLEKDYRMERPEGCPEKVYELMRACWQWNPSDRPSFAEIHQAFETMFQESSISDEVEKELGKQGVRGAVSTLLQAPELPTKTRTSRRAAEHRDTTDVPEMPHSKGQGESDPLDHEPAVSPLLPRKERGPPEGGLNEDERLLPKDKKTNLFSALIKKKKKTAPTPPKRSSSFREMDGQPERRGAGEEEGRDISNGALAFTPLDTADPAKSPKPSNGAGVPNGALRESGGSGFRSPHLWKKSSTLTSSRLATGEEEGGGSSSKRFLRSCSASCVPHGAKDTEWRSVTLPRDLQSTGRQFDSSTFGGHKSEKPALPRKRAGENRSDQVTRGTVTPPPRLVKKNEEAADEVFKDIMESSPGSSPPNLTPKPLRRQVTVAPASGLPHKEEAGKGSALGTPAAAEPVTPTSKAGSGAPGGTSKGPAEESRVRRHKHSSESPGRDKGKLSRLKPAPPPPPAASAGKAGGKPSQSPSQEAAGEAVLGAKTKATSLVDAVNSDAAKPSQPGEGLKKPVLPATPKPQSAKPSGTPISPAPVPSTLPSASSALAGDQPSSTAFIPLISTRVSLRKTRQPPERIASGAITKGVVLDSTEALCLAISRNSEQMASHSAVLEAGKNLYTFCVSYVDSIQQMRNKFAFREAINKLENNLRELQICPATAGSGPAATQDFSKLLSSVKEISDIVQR
Target sequence (Q13671 whole entry, looked up): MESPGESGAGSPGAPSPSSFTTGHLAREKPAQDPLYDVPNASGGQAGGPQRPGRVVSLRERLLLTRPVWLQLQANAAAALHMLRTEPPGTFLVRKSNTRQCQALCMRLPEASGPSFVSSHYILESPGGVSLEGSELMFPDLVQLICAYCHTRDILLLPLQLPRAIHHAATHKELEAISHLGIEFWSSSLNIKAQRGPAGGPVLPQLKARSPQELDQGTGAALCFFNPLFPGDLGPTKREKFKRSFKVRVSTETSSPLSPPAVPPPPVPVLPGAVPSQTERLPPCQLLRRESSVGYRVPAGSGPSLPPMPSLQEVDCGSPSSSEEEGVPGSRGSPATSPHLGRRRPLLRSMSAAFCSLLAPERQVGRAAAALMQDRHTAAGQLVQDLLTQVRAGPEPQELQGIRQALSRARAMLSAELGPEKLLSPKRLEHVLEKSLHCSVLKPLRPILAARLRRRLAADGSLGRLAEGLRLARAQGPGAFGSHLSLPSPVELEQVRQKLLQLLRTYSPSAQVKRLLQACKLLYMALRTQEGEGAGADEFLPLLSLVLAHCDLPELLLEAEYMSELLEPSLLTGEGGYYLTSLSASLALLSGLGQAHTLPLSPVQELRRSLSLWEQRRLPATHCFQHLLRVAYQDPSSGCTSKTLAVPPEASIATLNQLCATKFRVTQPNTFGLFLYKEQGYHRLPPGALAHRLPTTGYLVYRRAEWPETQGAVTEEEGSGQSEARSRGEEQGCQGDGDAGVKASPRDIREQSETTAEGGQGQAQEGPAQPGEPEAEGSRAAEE
* marks the source's active call; other numbers are inactive results; i = inactive; x = no result given.

SMILES	bovine MsrA act	CSN deneddyl inh	Neddylation inh	FAS TE block	Tb MetRS inh	E coli Lon inh	MsrA inhibitor	PABP1 MLLE inh	Rin1-Abl PPI inh
CCCOc1ccc(-c2c(=O)n(O)c3ccccc3[n+]2[O-])cc1	-1	-1	i	-6	-0.4	-10	-0.5	-18	0
COC(=O)c1ccc(NC(=O)c2nc(S(=O)(=O)Cc3cccc(C)c3)ncc2Cl)cc1	-5	5	i	55*	0.1	-6	1.4	23	2
C/C(=N\NC(=O)c1ccccc1C)c1cccc([N+](=O)[O-])c1	-8	-1	i	9	-0.4	3	0.0	-2	-2
Cc1noc(C)c1COc1ccc(C(=O)OCC(=O)N2CC3(C)CC2CC(C)(C)C3)cc1 (stereo not drawn)	-2	37*	i	14	0.2	10	-0.6	-4	-1
Brc1cnc(N2CCCCC2)nc1N1CCOCC1	-5	5	i	4	-0.6	-5	0.2	-11	-1
Cc1ccc(Cn2nnc3c(=O)[nH]c(C4CCCN(S(=O)(=O)c5ccccc5)C4)nc32)cc1 (stereo not drawn)	-1	2	i	14	-0.9	4	-1.0	2	-2
CCc1nnc(NC(=O)CSc2nc3cccnc3n2C2CCCCC2)s1	-2	11	i	-1	-1.5	-10	-1.3	-68	1
COc1ccc(S(=O)(=O)N2CCCC2CNC(=O)C(=O)NC2CC2)cc1 (stereo not drawn)	-3	-3	i	-5	-0.3	-2	0.2	-2	0
O=C(N/N=C/c1sc(N2CCOCC2)nc1-c1ccccc1)c1ccccc1Cl	-11	1	x	4	-1.8	-6	0.3	-5	-1
Cc1ccc(NC(=O)CSc2nc(N)cc(=O)[nH]2)cc1S(=O)(=O)N1CCOCC1	-2	1	i	2	-0.1	-8	-0.9	10	0
Cc1ccc(S(=O)(=O)N(C)C)cc1NC(=O)C(C)OC(=O)C1CCCCC1 (stereo not drawn)	-3	1	i	-2	-0.1	-5	-1.6	-8	1
Cc1nn(-c2ccccn2)c2c1C(c1ccsc1)C1=C(CCCC1=O)N2 (stereo not drawn)	1	-4	x	5	0.0	-7	1.8	7	2

Already shown: entries from further up.
SMILES	bovine MsrA act	CSN deneddyl inh	Neddylation inh	FAS TE block	Tb MetRS inh	E coli Lon inh	MsrA inhibitor	PABP1 MLLE inh	Rin1-Abl PPI inh
CCCOc1ccc(-c2c(=O)n(O)c3ccccc3[n+]2[O-])cc1	-1	-1	i	-6	-0.4	-10	-0.5	-18	0
COC(=O)c1ccc(NC(=O)c2nc(S(=O)(=O)Cc3cccc(C)c3)ncc2Cl)cc1	-5	5	i	55*	0.1	-6	1.4	23	2
C/C(=N\NC(=O)c1ccccc1C)c1cccc([N+](=O)[O-])c1	-8	-1	i	9	-0.4	3	0.0	-2	-2

Next section.
SMILES	bovine MsrA act	CSN deneddyl inh	Neddylation inh	FAS TE block	Tb MetRS inh	E coli Lon inh	MsrA inhibitor	PABP1 MLLE inh	Rin1-Abl PPI inh
Cc1ccc2c(c1)-c1c(ssc1=S)C(C)(C)N2C(=O)CSC1=NCCS1	-8	5	i	24	-1.2	1	0.5	32	0
CN(C)c1ccc(C(=O)c2ccccc2)cc1	-7	0	i	-2	-0.3	0	1.3	4	0
CN(C)S(=O)(=O)c1ccc(NC(=O)c2ccc(Br)o2)cc1	-2	0	i	-3	0.0	-4	x	6	0
CCOC(=O)C[n+]1ccc2c([nH]c3ccccc32)c1C	0	6	x	-7	1.1	-5	0.5	12	0
C=CCn1c(-c2ccc(OC)cc2)nc2ccccc21	1	1	i	-2	-0.6	-2	-0.4	4	6
Cc1cc(C)c(S(=O)(=O)Nc2ccccc2)c(C)c1	-2	1	i	0	-0.1	-12	-0.7	-8	0
Cc1ccc(Nc2ccc([N+](=O)[O-])cn2)cc1Cl	-5	7	i	20	-0.5	-1	0.6	-17	1
CC(C)N(C(=O)[C@H]1C[C@H](CC(=O)NCCCN(C)C)C(=O)N2CCc3c([nH]c4cc(CCC(=O)N(C)C)ccc34)[C@]12C)C(C)C	-3	1	i	-9	-0.5	-6	-0.6	1	1
COc1ccc(C2Nc3ccccc3C(=O)N2c2ccc(F)cc2)cc1Cn1nnc2ccccc21 (stereo not drawn)	-2	-4	x	11	-0.4	-15	-0.1	2	1
CCOC(=O)c1sc2nc(C)nc(SCC(=O)NC3CCS(=O)(=O)C3)c2c1C (stereo not drawn)	0	6	i	0	-0.1	-3	3.0	-55	0
O=C(CSc1nnc(-c2ccncc2)n1-c1ccc(F)cc1)NNC(=O)c1cccc(O)c1	-2	0	i	-10	-0.1	8	-1.1	-21	-1
COc1cccc(-c2nnc(NC(=O)c3cccs3)s2)c1	-1	0	i	3	0.3	8	2.0	0	-1
COCCn1c(SCC(=O)Nc2cccc(S(N)(=O)=O)c2)nc2cc(Cl)ccc2c1=O	-4	-6	i	6	-0.9	-3	0.0	-12	-2
CCOc1ccccc1C(=O)NCC(=O)NCCSc1ccc(Br)cc1	-7	-7	i	0	-0.2	16	0.4	-1	1
COc1ccc([C@H]2CC(=O)C=C(c3ccc(Cl)cc3C)C2)cc1	-1	-3	i	24	-0.1	-4	-0.3	10	0
COc1cccc(-c2ccc3ncnc(NCc4ccc5c(c4)OCO5)c3c2)c1	-4	-1	i	14	-0.2	-7	-0.1	-5	5
Cc1ccc(S(=O)(=O)N2[C@H](CC(=O)c3cccc4ccccc34)OC[C@@H]2C(C)C)cc1	x	2	i	x	-0.2	x	1.8	x	x
COc1ccc(-n2ncc3c2CC(C)(C)CC3NC(=O)CCc2c(C)nn(C)c2C)cc1 (stereo not drawn)	-1	2	i	-4	0.3	3	-1.1	-14	-2
O=C(CC1SC(=Nc2ccc(OC(F)F)cc2)N(CCC2=CCCCC2)C1=O)Nc1ccccc1F (stereo not drawn)	2	-7	i	37	-0.3	-2	-0.8	2	2
CC(=O)c1c(N2CCN(Cc3ccccc3)CC2)[nH]c(-c2ccccc2)nc1=S	-1	3	i	3	-0.2	-4	-0.3	-15	-4
COc1ccc(N=Nc2cc(-c3ccccc3)ccc2O)cc1	-2	-1	i	26	-1.8	-7	4.1	9	-1
COc1ccc(C2=NO[C@@](CC(=O)O)(C(=O)Nc3ccc4c(c3)OCCO4)C2)cc1	-2	-3	i	-4	0.2	-3	0.5	4	-1
COc1cc(/C=C/C(=O)OCC(=O)NC(=O)NC(C)C)ccc1O	-7	2	i	-5	-0.7	-8	2.7	7	-3
CCOC(=O)C1(C)/C(=N/Nc2cccc(Cl)c2)C(=O)C(=O)N1c1ccccc1 (stereo not drawn)	3	2	i	2	-0.2	-3	0.4	-3	-2
CCOC(=O)c1cnc2ccc(C)cc2c1Sc1ccccc1	-3	2	i	19	-1.4	-2	-1.1	18	-8
CCC1CCCCN1CCCNC(=O)c1cn(C)c2ccc(S(=O)(=O)N3CCOCC3)cc2c1=O (stereo not drawn)	-2	-3	i	-8	-0.2	-3	1.7	1	-1
CC1(C)CC(=O)C=C(NNC(=O)C2CCCCC2)C1	-4	1	i	-2	-0.2	5	0.3	-13	2
Nc1nc(-c2ccco2)nc(N2CCCCC2)n1	0	-1	i	-5	-0.4	-15	0.2	-14	2
Cc1cccc(NC(=O)C2CCN(c3nccc(C)n3)CC2)c1	-3	4	i	-4	-0.7	3	-0.8	-3	-1
COc1ccc(NCc2nnc(SCC(=O)N3CCCc4ccccc43)o2)cc1	-9	2	i	-10	-1.1	2	0.0	28	0
CN(CC(=O)Nc1ccc2c(c1)OCCO2)S(=O)(=O)c1ccc(F)cc1	-2	3	i	-3	1.0	1	-1.6	10	2
O=C(CCc1nnc2ccc(NCc3ccccc3)nn12)NCC1CCN(C2CCCC2)C1 (stereo not drawn)	0	-5	i	-5	-0.2	-4	0.2	-13	0
CC(=O)Nc1cccc(-c2csc(Nc3cccc(C)n3)n2)c1	-13	7	i	7	-1.3	-5	0.7	6	5
CCOc1ccc(OCC)c(NC(=O)C2CCCN(c3ncccn3)C2)c1 (stereo not drawn)	-3	2	i	2	-0.5	-3	-0.8	-6	3
O=C(Nc1cccc(-c2nnn(CC(=O)N3CCc4ccccc4C3)n2)c1)C1CCC1	-4	4	i	7	0.6	14	-1.1	-2	0
COc1cccc(OC)c1C(=O)Nn1c(-c2cccs2)nc2ccccc2c1=O	-2	0	i	-3	0.4	7	3.1	9	0
COCCNC(=O)C1CCCN(C(=O)c2sc(-c3ccccc3)nc2C)CC1 (stereo not drawn)	-2	2	i	-7	-0.1	-5	0.5	1	2
O=C(Cn1c(COc2ccccc2)nc2ccccc21)Nc1cccc(Cl)c1	-2	2	i	-3	0.9	19	0.5	8	1
CCOc1ccc(C2NC(=O)C(C#N)=C(S)N2c2cccc(C)c2)cc1OC (stereo not drawn)	-4	-1	i	1	-0.1	-3	0.8	24	4
Cc1ccc(C(=O)NCC(c2ccco2)N2CCc3ccccc32)cc1 (stereo not drawn)	-4	-5	i	16	-0.4	-3	-0.3	9	3
CC1CC(C)CN(c2ncc3c(n2)CC(c2ccccc2)CC3=O)C1 (stereo not drawn)	1	-1	i	26	-0.1	-3	0.6	-6	0
O=C(CSc1nnnn1C1CCCC1)N1CCN(C(=O)c2ccco2)CC1	0	0	i	-6	-0.7	0	-0.1	3	7
Cc1c(C(C)(C)O)[nH]c2cc(C(F)(F)F)ccc12	1	-3	i	-2	-0.1	-3	-0.6	-17	3
CCN1C(=O)c2cccc3c(S(=O)(=O)Nc4c(C)n(C)n(-c5ccccc5)c4=O)ccc1c23	-7	-6	i	-30	-1.2	3	0.9	-10	-5
Cn1ccnc1SCC(=O)Nc1nc2c(F)c(F)c(F)cc2s1	-5	0	i	-9	0.9	-7	0.2	-13	-2
N/C(=N\OC(=O)c1ccc(Cl)cc1Cl)c1ccccn1	-1	-8	i	-4	-0.7	-6	-0.1	-9	4
Cc1cccc(/C=C2\CCC(=C3SCCCS3)C2=O)c1	1	-3	i	-6	-0.2	-6	2.1	17	-2
Cc1ccc(SCc2c(C(=O)N/N=C/c3ccoc3)nnn2-c2nonc2N)cc1	-5	2	i	9	-0.6	-2	0.9	11	0
Cc1ccc(C)c(NC(=O)c2nnn(Cc3ccccc3)c2N)c1	-2	-2	i	0	-0.6	-1	-1.0	5	-3
CCc1cccc(NS(=O)(=O)c2ccc3c(c2)N(C)CCO3)c1	-2	1	i	10	-0.2	4	-0.1	-28	0
CCc1nc2ccc(C(=O)Nc3cccc(NS(C)(=O)=O)c3)cn2c1N(CC)CCOC	-1	-2	i	-7	-0.2	-4	-0.5	-2	-2
Cc1ccc2c(c1)C1CN(C)CCC1N2C(=S)NC(=O)c1ccc(Cl)cc1Cl (stereo not drawn)	3	-1	i	6	0.8	-4	0.3	1	-6
OC1(c2ccc3ccccc3c2)CCN(Cc2ccccc2)C1 (stereo not drawn)	-3	2	i	-6	-1.2	-8	x	-7	-1

Rows are unselected (roughly 4% active in at least one column).
